Screening results as filed in PubChem.
ELG1 DNA repair: ELG1-dependent DNA repair inhibition. HEK293T ELG1-luciferase reporter, luminescence, 16 h; DNA damage induced by 5-fluorouridine. hit rate 2.3% among 330,000. Potency, µM (top dose mostly 46.1 µM), inactives show at the highest dose activity change, negative = inhibition, most hits filed as inhibitors; also: potency is read from the fitted curve at half-maximal effect; % is scaled to controls: 0 for no effect and ±100 for the full control effect; nearly all actives have a fitted effect of over 55% in size
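Step one: seed 2,000 cells per well. Step two: pin-transfer compound or DMSO alongside 5-fluorouridine. Step three: incubate 16 hr, 37 °C, 5% CO2. Step four: add ONE-Glo, wait 30 min, read luminescence.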
Integrin act MD: activates integrin-mediated alleviation for muscular dystrophy; Potency, µM (top dose mostly 38.3 µM), for the others: top-dose activation, hits mostly activators; alpha7betagal myoblasts, beta-gal FDG fluorescence, 48 h; AID 624291; hit rate 0.064% among 350,000;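 also: potency is read from the fitted curve at half-maximal effect; 100% = response of the positive control SU9516; nearly all actives have a fitted effect of over 60% in size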
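alpha7betagal+/- myoblasts (passage 13, 250/well) treated 48 h at 37C with compounds at 1:260 dilution of DMSO stock. Lysed, then beta-galactosidase activity read as FDG fluorescence (ex 480/em 540) after 30 min, with pre-read for autofluorescence.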
S-ASM inh: blocks human secretory acid sphingomyelinase; P17405; placental ASM, HMU-PC fluorogenic substrate, 60 min; Potency, µM (highest dose often 57.5 µM), without a hit: top-dose activity change, negative = inhibition, hits mostly inhibitors; hit rate 0.006% among 340,000; AID 504937; also: potency is read from the fitted curve at half-maximal effect
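Human placenta-derived ASM enzyme was preincubated with compound for 10 minutes at room temperature, then given fluorogenic substrate HMU-PC0 (9 uM final) for 60 minutes at 37 °C; a pH 10 stop preceded fluorescence reading at Ex 386/Em 447 nm.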
Eya2 phos inh: inhibitors of human Eya2 phosphatase activity | AID 488837 | hit rate 0.006% among 330,000 | recombinant Eya2, OMFP fluorescence dephosphorylation (OMFP is methylfluorescein phosphate) | O00167 | Potency, µM (doses to about 76.9 µM), for the others: at the top dose activity, negative = inhibition, hits mostly inhibitors; also: potency is read from the fitted curve at half-maximal effect; % is scaled to controls: 0 for no effect and ±100 for the full control effect
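Eya2 (0.2 uM) preincubated 10 min at ambient with compound, then OMFP substrate added at 50 uM; 10 min reaction in 50 mM HEPES pH 7.5, 50 mM NaCl, 5 uM MgCl2, 0.05% BSA, 1 mM DTT. Fluorescence read at Ex 485/Em 525 nm.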
Tb PFK block: inhibitors of T. brucei phosphofructokinase; O15648; T. brucei PFK, ADP-Glo luminescence; Potency, µM (highest dose often 57.5 µM), for inactives: top-dose activity, negative = inhibition, usual class: inhibitors; hit rate 0.17% among 330,000; AID 485367;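 also: potency is read from the fitted curve at half-maximal effect; 0% = uninhibited 1x PFK enzyme wells and -100% = no-enzyme wells; nearly all actives have a fitted effect of over 60% in size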
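Activity is normalized to no-enzyme wells (full inhibition) and 1.25 nM enzyme wells (no inhibition). Reaction: 0.5 mM F6P, 0.1 mM ATP, 45 min RT, ADP-Glo luminescence; concentration-response curves fitted and classed by quality.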
TCR activator: activates T cell receptor signaling | primary human leukocytes, anti-CD3, IL-2 HTRF, 48 h | Potency, µM (series often up to 9.22 µM), for inactives: top-dose activation of IL-2 secretion, usual class: activators | AID 504894 | 330,000 tested, under 10 active; also: % of control where 0% means no effect
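IL-2 release read by HTRF sandwich (Eu cryptate donor, d2 acceptor, 665 nm emission) after 48 hr exposure of primary human leukocytes to compound together with anti-CD3 beads in the absence of co-stimulatory signals.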
AT treatment: candidate therapy for ataxia-telangiectasia | […] A-T fibroblasts, KAP-1 phosphorylation AlphaLISA; neocarzinostatin DNA damage 30 min before lysis | Potency, µM (doses to about 57.5 µM), inactives show top-dose activation, hits mostly activators | hit rate 0.19% among 320,000; also: potency is read from the fitted curve at half-maximal effect; % of control where 0% means no effect; nearly all actives have a fitted effect of over 45% in size
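ATM-like activity read as KAP-1 phosphorylation via AlphaLISA donor/acceptor antibody pairs after lysis and 6 hr at 25C. Cells were ATM-null patient fibroblasts ([…], hTERT), dosed 60 min, then exposed to the DSB inducer NCS for 30 min.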
Mito fusion act: blocks mitochondrial division or promotes mitochondrial fusion | S. cerevisiae fusion-defective mutant growth rescue, CellTiterGlo 48 h | Potency, µM (highest dose often 46.1 µM), for the others: at the top dose growth rescue (activation), hits mostly activators | hit rate 0.23% among 320,000;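 also: potency is read from the fitted curve at half-maximal effect; % of control where 0% means no effect; nearly all actives have a fitted effect of over 45% in size; temperature-sensitive fusion mutants such as fzo1-1 at 37 °C on non-fermentable ethanol glycerol medium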
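S. cerevisiae fusion-defective temperature-sensitive mutants (e.g. fzo1-1, mgm1-5) grown 48 h at 37C in YPEG (ethanol/glycerol non-fermentable) medium with 23 nl compound per well; growth rescue read as CellTiterGlo luminescence.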
TSHR antag: antagonists of human thyroid stimulating hormone receptor; TSHR-expressing cells, TSH-stimulated cAMP HTRF, 2 h; hits give low values; activity change, negative = inhibition, % at 11.5 µM; hit rate 0.2% among 330,000; AID 504810;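 active = activity change below a set negative limit, meaning inhibition stronger than a set level, cut at about -70% in these data; inconclusive = activity change between two set negative limits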; also: % is scaled to controls: 0 for no effect and ±100 for the full control effect
Target sequence (P16473 whole entry, looked up): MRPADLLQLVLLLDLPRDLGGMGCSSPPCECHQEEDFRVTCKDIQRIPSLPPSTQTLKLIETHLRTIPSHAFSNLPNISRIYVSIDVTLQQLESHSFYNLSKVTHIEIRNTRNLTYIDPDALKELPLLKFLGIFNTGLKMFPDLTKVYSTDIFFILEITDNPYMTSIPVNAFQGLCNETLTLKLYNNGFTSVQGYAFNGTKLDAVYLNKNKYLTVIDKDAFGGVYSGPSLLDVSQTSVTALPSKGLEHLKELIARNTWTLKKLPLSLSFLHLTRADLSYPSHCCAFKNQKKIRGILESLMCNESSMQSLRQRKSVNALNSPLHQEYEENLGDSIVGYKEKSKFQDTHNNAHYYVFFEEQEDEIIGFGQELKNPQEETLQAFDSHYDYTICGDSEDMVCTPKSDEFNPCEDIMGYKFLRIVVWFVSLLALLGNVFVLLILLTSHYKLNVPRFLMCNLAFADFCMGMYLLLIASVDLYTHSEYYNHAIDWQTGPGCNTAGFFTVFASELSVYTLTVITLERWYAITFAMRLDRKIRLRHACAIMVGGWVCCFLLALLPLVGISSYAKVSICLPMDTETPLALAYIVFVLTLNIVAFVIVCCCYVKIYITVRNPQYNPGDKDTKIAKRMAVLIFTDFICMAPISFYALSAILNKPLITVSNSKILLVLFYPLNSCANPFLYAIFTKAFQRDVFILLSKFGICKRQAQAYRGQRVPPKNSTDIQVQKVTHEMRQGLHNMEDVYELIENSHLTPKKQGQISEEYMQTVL
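Cell-based HTRF cAMP assay; TSHR cells + compound, TSH EC80 (4nM final), 2 h, 37 deg C. Lysis with anti-cAMP cryptate and cAMP-d2, 30 min RT, read 665/620 nm.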
PTAP TSG101 blk: blocks PTAP/TSG101 interaction to inhibit HIV-1 budding | Q99816 | Fluorescence polarization, FITC-PTAP peptide / Tsg101 binding | Potency, µM (top dose mostly 115 µM), without a hit: at the highest dose activity change, negative = inhibition, actives largely listed as inhibitors | 340,000 tested, under 10 active | AID 493005; active = well fitted inhibition curve with a large enough effect in the main read-out, with a control signal flat, not every such curve was filed as active; inconclusive = small, poorly fitted or top-dose-only effect, or effect the other way, or a change in a side signal; inactive = no such curve, though single readings can be large or run the other way; also: potency is read from the fitted curve at half-maximal effect; % of control where 0% means no effect
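Tsg101 binding domain (10 uM final) was mixed with compound and a FITC-labeled PTAP peptide (50 nM final) in HEPES pH 7.5 buffer with NaCl, Tween 20, EDTA and TCEP; fluorescence polarization was read after 20 min at r.t.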
BCR signal inh: blocks chronic active B-cell receptor signaling; ABC-DLBCL IkBa-CBG/CBR reporter, luminescence ratio, 4 h; Potency, µM (titrated, usually from 46.1 µM), for the others: top-dose ratio change, negative = lower green/red ratio, usual class: inhibitors; hit rate 0.05% among 340,000; AID 493014; active = well fitted inhibition curve with a large enough effect in the signal ratio, with a control signal flat, not every such curve was filed as active; inconclusive = small, poorly fitted or top-dose-only effect, or effect the other way, or a change in a side signal; the % refers to the signal ratio;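 also: potency is read from the fitted curve at half-maximal effect; plate controls were basal doxycycline-induced cells for no effect and cells given 10 µM MG132 for full effect; MG132 reads +100%, hits lower the ratio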
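Doxycycline induced both beetle luciferases in TMD8 lymphoma cells; IKK-driven degradation limits the IkappaBalpha-fused green signal, while red luminescence normalises for cell number and nonspecific effects. Compounds tested up to 46 uM, 4 hrs.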
The depositor's hits bear a star; ? = inconclusive; . = no result given; & = joins results of further samples; [ ] = remark or other dose. Unless noted, calls follow the shape of the dose curve; as a rule, active = well fitted curve in the direction sought with a large enough effect; inconclusive = small, poorly fitted or top-dose-only effect, or another doubt; inactive = no such curve, though single readings can be large; an effect the other way counts as inactive or inconclusive.

SMILES	ELG1 DNA repair	Integrin act MD	S-ASM inh	Eya2 phos inh	Tb PFK block	TCR activator	AT treatment	Mito fusion act	TSHR antag	PTAP TSG101 blk	BCR signal inh
O=C(N/N=C/c1c(O)n(-c2ccccc2Cl)c(=O)c2ccccc12)C1COc2ccccc2O1 (stereo not drawn)	?	4%	34%	16%	-1%	-1%[46.1 µM]	-2%	-3%	-10	20%	?
CN(C)c1ccc(C(CNS(=O)(=O)c2ccc3ccccc3c2)N2CCOCC2)cc1 (stereo not drawn)	1%	-6%	-2%	6%	-3%	9%	-3%	2%	-4	0%	-13%
CCOc1c(CNc2nnnn2C)cccc1OC	-1%	0%	3%	10%	5%	2%	2%	2%	0	-6%	0%
CN1CCC(OC(=O)c2cccc(Br)c2)CC1	26%	8%	3%	1%	-2%	4%	-5%	-3%	8	-4%	12%
Cc1c(Cl)c(C(F)(F)F)nn1CC(=O)NCc1ccccc1	-11%	17%	2%	-3%	-21%	4%[46.1 µM]	3%	-1%	9	-6%	1%
COc1nc(-c2ccccc2)ccc1-c1noc(-c2cccnc2)n1	.	15%	6%	38%	4%	7%	-7%	15%	-8	1%	-2%
Cn1c(NCc2ccco2)nc2c1c(=O)n(Cc1ccc(Cl)cc1)c(=O)n2C	?	-12%	-12%	-4%	-17%	-1%	-5%	19%	-3	-1%	2%
COc1ccc2oc(=O)c(C(=O)NCc3ccc4c(c3)OCO4)cc2c1	-14%	0%	139%[activator]	6%	-3%	-5%[46.1 µM]	-1%	0%	8	0%	?
O=C(COC(=O)/C=C/c1ccccc1)NCc1ccccc1Cl	12%	-12%	0%	2%	0%	-2%	-2%	5%	-12	0%	1%
COc1ccc(Cn2c(-c3ccc(C)cc3)nc3c(c(=O)c4ccccc4n3C)c2=O)cc1	?	-43%	-3%	-4%	0%	-1%[46.1 µM]	-3%	-3%	-7	-3%	1%
Cc1nc(S/C(=C/c2ccc(-c3ccc(C(=O)O)cc3)o2)C(=O)O)n[nH]1	0%	28%	4%	-27%	1%	4%	-6%	-4%	-10	-4%	?
Cc1ccc(S(=O)(=O)CCC(=O)Nc2nc(-c3ccncc3)cs2)cc1	-10%	-65%[inhibitor]	14%	5%	4%	-4%	1%	4%	-11	1%	?
Cc1cccc(NC(=S)NCC(c2cccnc2)N(C)C)c1 (stereo not drawn)	14%	-9%	4%	0%	8%	1%[46.1 µM]	0%	-1%	-8	-2%	10%
CCOc1ccnc2c1c(=O)n(Cc1cc(OC)cc(OC)c1)c(=O)n2C	?	-42%	0%	2%	-4%	-1%	8%	3%	-140*	-16%	-5%
CCOC(=O)c1ccc(-n2c(CCC(=O)O)ccc2-c2cccs2)cc1	11%	35%	5%	-2%	?	1%	-7%	-6%	-10	0%	16%
O=C(Cc1c[nH]c2ccccc12)N[C@@H](Cc1c[nH]c2ccccc12)C(=O)O	8%	-7%	5%	-1%	5%	-2%	6%	-17%	1	-9%	2%
COc1ccc2cc(C3(C)NC(=O)N(CC(=O)NCC(F)(F)F)C3=O)ccc2c1 (stereo not drawn)	27%	7%	-1%	7%	4%	4%	3%	4%	-1	-5%	-10%
CN1CCN(C(=O)CSc2nc3c(c(=O)n(C)c(=O)n3C)n2C)CC1	-4%	-10%	1%	-9%	-3%	1%	5%	-3%	3	1%	-1%
Cc1ccc(/C=N/n2c(-c3ccco3)n[nH]c2=S)cc1	4%	1%	-5%	-4%	1%	4%	-15%	-5%	-8	-3%	?
Cc1cccc(NC(=O)CSc2nc3[nH]ncc3c(=O)[nH]2)c1	13%	18%	1%	5%	0%	-3%[46.1 µM]	2%	-3%	0	-7%	?
CCC(C)NS(=O)(=O)c1ccc(NC(=O)c2c(-c3ccccc3)noc2C)cc1 (stereo not drawn)	-8%	-18%	0%	-8%	-3%	-4%	10%	4%	0	2%	-15%
COc1ccc(C(=O)NCC(=O)OCc2ccccc2F)cc1	?	38%	6%	-2%	-1%	5%	0%	0%	-12	0%	-2%
CCCn1c(=O)c2c(nc3n2CCCN3CCc2ccccc2)n(C)c1=O	?	-14%	3%	-11%	2%	-4%	-9%	30%	-10	0%	?
O=C(NCCN1CCOCC1)c1ccncc1	8%	11%	3%	-9%	2%	.	4%	0%	-7	-1%	?
NC(=O)CC(NC(=O)Cc1ccc(Br)cc1)c1ccc(NC2CCCC2)c([N+](=O)[O-])c1 (stereo not drawn)	-1%	13%	-6%	-10%	0%	1%	-36%	-1%	-6	0%	-1%
Cc1ccc(C)c(NC(=O)CSc2nc(=O)n(CCN3CCOCC3)c3c2CCCC3)c1	-1%	-10%	-3%	11%	0%	0%	3%	-1%	-9	-4%	-2%
Cc1ccc(CCNC(=O)C2CCCN(C(=O)N(C)C)C2)cc1 (stereo not drawn)	13%	-1%	1%	9%	2%	3%	.	-3%	12	-5%	0%
Cc1c(Cl)cccc1NC(=S)NCc1cccn1C	-2%	-3%	3%	8%	-3%	-4%[46.1 µM]	-3%	-10%	3	-2%	-1%
O=c1c(-c2ccccc2)coc2c(CN3CCOCC3)c(O)ccc12	7%	1%	9%	9%	0%	-2%	-7%	-3%	11	-4%	?
CC(C(=O)O)n1ncc2ccccc2c1=O (stereo not drawn)	4%	-24%	1%	12%	1%	2%	1%	-4%	-5	0%	-1%
O=C1c2ccccc2-c2cccc(C(=O)N3CCCCC3)c21	-10%	10%	-2%	10%	5%	-5%	5%	0%	-4	1%	-25%
O=C(O)CCc1ccc(-c2cccs2)n1CCC(=O)O	0%	-8%	6%	4%	?	1%	-8%	-3%	40	-9%	-2%
CCOC(=O)N1CCC(=C(C#N)C(=O)Nc2cc(OC)ccc2OC)CC1	7%	-17%	4%	-2%	2%	-3%	-7%	3%	-6	-3%	2%
COC(=O)c1sccc1-c1ccc(C(=O)Nc2ccccc2)o1	?	15%	-9%	1%	1%	-2%	8%	5%	-16	-3%	?
Cc1cccc(C)c1NC(=O)COC(=O)c1ccc([N+](=O)[O-])o1	-6%	?	-4%	-13%	-5%	5%	3%	10%	3	0%	0%
N#Cc1cccc(CN2C=NS(=O)(=O)c3ccccc32)c1	0%	0%	-1%	2%	1%	9%	2%	7%	-12	0%	-6%
O=C(CC1C(=O)NCCN1Cc1c(F)cccc1Cl)NCCCN1CCCC1=O (stereo not drawn)	-1%	11%	5%	11%	0%	5%	1%	-2%	-8	0%	-10%
COc1ccc(S(=O)(=O)NC(C)C)cc1-n1cnnn1	13%	-7%	-8%	4%	-2%	-8%	-4%	7%&-2%	2	-2%	?
Cc1cccc(OCc2nnc(SCC(=O)c3c(N)n(C4CC4)c(=O)[nH]c3=O)o2)c1	16%	12%	-1%	-16%	-6%	-2%	-1%	-6%	-7	2%	1%
CCOc1ccc(S(=O)(=O)N2CN(c3cccc(C(C)=O)c3)c3nc4ccccc4nc32)cc1	-17%	-10%	18%	-1%	0%	-3%	5%	.	1	0%	10%
CCOc1ccc(-c2nnn(CC(=O)Nc3cc(OC)cc(OC)c3)n2)cc1OCC	8%	-29%	0%	0%	-2%	0%	6%	-1%	1	-2%	1%
CC1C(=O)N2CCCc3cc(S(=O)(=O)N4CCN(c5ccccc5F)CC4)cc1c32 (stereo not drawn)	-1%	12%	1%	-3%	2%	3%	2%	29%	43	2%	9%
Cc1ccc(S(=O)(=O)N2CCOCC2)cc1C(=O)N(Cc1nnc(-c2ccccc2Cl)o1)C1CC1	10µM*	-20%	-2%	8%	1%	5%	4%	2%	-9	1%	0%
